Screens (PubChem)
CXCR6 block = inhibitors of human CXCR6 receptor. AID 602244. 0.36% of 360,000 active. CHO-K1 PathHunter CXCR6 beta-arrestin, luminescence. inhibition, % at 20 µM; in the data active means inhibition above about 34%, passing the limit was not always enough;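 further: antagonist mode with CXCL16 agonist at 10 nM final; 0% = 10 nM CXCL16 with DMSO and 100% = unstimulated wells without agonist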
Target sequence (O00574 whole entry, looked up): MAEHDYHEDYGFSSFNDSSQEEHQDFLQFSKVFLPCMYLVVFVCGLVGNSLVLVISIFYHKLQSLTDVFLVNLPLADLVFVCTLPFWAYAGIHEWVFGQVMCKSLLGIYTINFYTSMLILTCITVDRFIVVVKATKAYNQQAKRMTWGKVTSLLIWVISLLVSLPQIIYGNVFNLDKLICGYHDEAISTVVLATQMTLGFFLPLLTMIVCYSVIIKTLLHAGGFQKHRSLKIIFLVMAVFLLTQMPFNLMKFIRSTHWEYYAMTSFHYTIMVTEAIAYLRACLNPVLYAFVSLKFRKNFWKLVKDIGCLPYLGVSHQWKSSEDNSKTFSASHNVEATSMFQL
An asterisk follows results filed as active.

SMILES	CXCR6 block
Cc1cc(CNC[C@H]2O[C@@H](n3ccc(=O)[nH]c3=O)[C@H](O)[C@@H]2O)no1	2
C#CCOCC1CN(c2ccccc2)C(=O)O1 (stereo unspecified)	-10
CC(=O)[C@@]1(O)Cc2c(O)c3c(c(O)c2[C@H](O[C@H]2C[C@H](N)[C@H](O)[C@H](C)O2)C1)C(=O)c1ccccc1C3=O	28
Cc1ccnn1CCC(=O)N1CCCC(Nc2ccc(C(C)C)cc2)C1 (stereo unspecified)	-2
CC1=C(C(=O)N(C(C)C)C(C)C)CC(CC(=O)NC2CCCCC2)C(=O)N1CCC1=CCCCC1 (stereo unspecified)	6
COc1cc(Cc2cc(OC)c(O)c(OC)c2)cc(OC)c1O	-4
Oc1c(C(Nc2nccs2)c2ccc(C(F)(F)F)cc2)ccc2cccnc12 (stereo unspecified)	-19
O=C1NC[C@H](Cc2ccc(O)cc2)N(C[C@@H]2CCCN2C[C@H](Cc2ccccc2)N2C[C@H](Cc3ccc(O)cc3)N(CC3CCCCC3)C(=O)C2=O)C1=O	0
O=C(Nc1cccnc1)C1Cc2c(-c3ccco3)ccnc2O1 (stereo unspecified)	-10
Cc1nn(CC(=O)NC2CC2)c(C)c1S(=O)(=O)N(C)C	2
COc1ccc(C(O)c2nc(-c3ccncc3)cs2)cc1 (stereo unspecified)	-9
Fc1ccccc1-c1nc(NCC2CC2)nc2ccsc12	2
Cc1cn([C@H]2C[C@H](O)[C@@H](CNCc3cccn3-c3ccncc3)O2)c(=O)[nH]c1=O	-3
CC(C)(C)C(=O)Nc1ccc(Cc2ccncc2)cc1	-9
Nc1[nH]c(C(=O)c2ccccc2)c(-c2ccc(Cl)cc2)c1C(=O)NCc1ccccc1	-7
COC1OC2COC(c3ccccc3)OC2C(O)C1N (stereo unspecified)	0
Cc1cc(C(=O)COC(=O)c2ccc(NC(=O)CC#N)cc2)c(C)n1CC(F)(F)F	-1
Cc1cc(-c2sccc2Br)nc(-n2cccc2)n1	0
C=CCNc1ncnc2c1ncn2[C@H]1CN(Cc2ccc3c(c2)OCO3)C[C@@H](CO)O1	-8
COc1ccc(C(OCC(O)CNCCc2ccccc2)c2ccc(OC)cc2)cc1 (stereo unspecified)	3
CCOc1cc2[nH]c(=S)n(CCCN3CCN(C)CC3)c(=O)c2cc1OCC	-2
CCNC(=O)C1(C)CCN1Cc1cc(-c2ccccc2)n(C)n1 (stereo unspecified)	-8
O=C(NCc1ccccn1)[C@@H]1CCCN1C(=O)[C@@H]1CCCN1C(=O)c1cccc2ccccc12	-7
CC(CC(=O)Nc1ccc2c(c1)c(=O)n(C)n2Cc1ccc(F)cc1)c1ccccc1 (stereo unspecified)	-8
Cc1cn(CC(=O)NCCCc2ccccc2)c(=O)[nH]c1=O	2

Continuation.
SMILES	CXCR6 block
CN1OC[C@@H]2CN[C@H](c3cccc(-c4ccc(C#N)cc4)c3)C[C@@H]21	5
C=Cc1ccc(Cn2c(C)c(C(=O)NCc3cccc(C)c3)sc2=O)cc1	10
COc1cc(C(C)=O)ccc1OCC(=O)NCc1ccccc1CN1CCCC1	5
CCOC(=O)C1CCCN(C(=O)c2ccc3ccccc3c2)CC1 (stereo unspecified)	6
CC1=C(C(=O)N(C(C)C)C(C)C)CC(CC(=O)NCCCCc2ccccc2)C(=O)N1CCC1=CCCCC1 (stereo unspecified)	20
CSc1ncnc2c1ncn2CCCNCC(c1ccccc1)c1ccccc1	2
CCCNC(=O)C1(C)CCCN(C(=O)c2ccc(OC(F)F)cc2)C1 (stereo unspecified)	-4
OC[C@@H]1CN(Cc2ccc3c(c2)OCO3)C[C@H](n2cnc3c(NC4CCCC4)ncnc32)O1	-5
O=C(CN1CCCC1c1cccs1)Nc1cc(S(=O)(=O)N2CCCCC2)ccc1Cl (stereo unspecified)	17
O=C(Cc1csc2ccccc12)NCC1CC1	-8
O=C(OCc1cn([C@@H]2CN(Cc3cccs3)[C@@H](c3ccccc3)C[C@H]2O)nn1)c1ccccc1	-10
CC(C)C[C@H]1CN(CCCC[C@@H]2CNC(=O)C(=O)N2CCc2ccccc2)C(=O)C(=O)N1Cc1ccccc1	-7
Cc1cn([C@H]2C[C@H](O)[C@@H](CCC(=O)NC(c3ccccc3)c3ccccc3)O2)c(=O)[nH]c1=O	-11
CSc1ncnc2ncn(C)c12	0
CCc1nc2c(OCc3ccc(C(F)(F)F)cc3)cccn2c1N(C)C(=O)C(C)C	6
O=C(OCc1ccccc1)N1CCC2CC1c1c(-c3ccc(C(F)(F)F)cc3)cccc12 (stereo unspecified)	-2
C=C1C(=O)N(C)CCC1C(CC)C(=O)OC (stereo unspecified)	-2
Cc1ccc(Sc2ncnc3onc(C)c23)c(C)c1	10
Nc1[nH]c(C(=O)c2ccccc2)c(-c2ccncc2)c1C(=O)NC1CC1	-3
O=[N+]([O-])c1ccc(-c2csc(COc3ccccc3)n2)cc1	-9
COc1ccc(S(=O)(=O)N2CCOCC2)cc1NC(=O)CCCOc1ccc(C(C)=O)cc1	-1
OC(c1ccccc1)(c1ccccc1)C1CCN(CCCOc2ccc3c(c2)CCCC3)CC1	-11
CC(C)(C)n1nnnc1C(c1cc2ccccc2o1)N1CCCC1 (stereo unspecified)	-4
CC(=NCc1ccccc1)c1ccc(O)cc1O	5
COCCNC(=O)C1(C)CCN(C(=O)C2(c3ccc(Cl)cc3)CCCC2)C1 (stereo unspecified)	3

18 entries from above, set out differently.
mol | CXCR6 block
Cc1cc(CNC[C@H]2O[C@@H](n3ccc(=O)[nH]c3=O)[C@H](O)[C@@H]2O)no1 | 2
C#CCOCC1CN(c2ccccc2)C(=O)O1 (stereo unspecified) | -10
CC(=O)[C@@]1(O)Cc2c(O)c3c(c(O)c2[C@H](O[C@H]2C[C@H](N)[C@H](O)[C@H](C)O2)C1)C(=O)c1ccccc1C3=O | 28
Cc1ccnn1CCC(=O)N1CCCC(Nc2ccc(C(C)C)cc2)C1 (stereo unspecified) | -2
CC1=C(C(=O)N(C(C)C)C(C)C)CC(CC(=O)NC2CCCCC2)C(=O)N1CCC1=CCCCC1 (stereo unspecified) | 6
COc1cc(Cc2cc(OC)c(O)c(OC)c2)cc(OC)c1O | -4
Oc1c(C(Nc2nccs2)c2ccc(C(F)(F)F)cc2)ccc2cccnc12 (stereo unspecified) | -19
O=C1NC[C@H](Cc2ccc(O)cc2)N(C[C@@H]2CCCN2C[C@H](Cc2ccccc2)N2C[C@H](Cc3ccc(O)cc3)N(CC3CCCCC3)C(=O)C2=O)C1=O | 0
O=C(Nc1cccnc1)C1Cc2c(-c3ccco3)ccnc2O1 (stereo unspecified) | -10
Cc1nn(CC(=O)NC2CC2)c(C)c1S(=O)(=O)N(C)C | 2
COc1ccc(C(O)c2nc(-c3ccncc3)cs2)cc1 (stereo unspecified) | -9
Fc1ccccc1-c1nc(NCC2CC2)nc2ccsc12 | 2
Cc1cn([C@H]2C[C@H](O)[C@@H](CNCc3cccn3-c3ccncc3)O2)c(=O)[nH]c1=O | -3
CC(C)(C)C(=O)Nc1ccc(Cc2ccncc2)cc1 | -9
Nc1[nH]c(C(=O)c2ccccc2)c(-c2ccc(Cl)cc2)c1C(=O)NCc1ccccc1 | -7
COC1OC2COC(c3ccccc3)OC2C(O)C1N (stereo unspecified) | 0
Cc1cc(C(=O)COC(=O)c2ccc(NC(=O)CC#N)cc2)c(C)n1CC(F)(F)F | -1
Cc1cc(-c2sccc2Br)nc(-n2cccc2)n1 | 0

Carrying on.
SMILES	CXCR6 block
COc1ccc(F)cc1-c1cc(NC=O)c2ncc(-c3cc(OC)c(OC)c(OC)c3)n2c1	0
COc1ccc(NC(=O)C[C@@H]2C(=O)N(c3ccc(OC)cc3)CC2(C)C)cc1	-5
CCc1nc2c(OCc3ccc(Cl)cc3)cccn2c1N(C)C(=O)c1ccco1	11
Cc1cc(F)ccc1C(O)c1ncc(-c2ccccc2F)[nH]1 (stereo unspecified)	-2
Cc1ccc(S(=O)(=O)NCCC(=O)N2CCN(C/C=C/c3ccccc3)CC2)cc1	1
CCN1C(=O)[C@H]2[C@@H](c3ccccc3)N[C@]3(CCCN(Cc4ccccc4)C3=O)[C@H]2C1=O	4
COc1ccc(Cc2nc3ccc(C(=O)N(C)Cc4nccn4C)cc3o2)cc1	-5
COc1ccccc1CCC(=O)Nc1ccc2c(c1)c(=O)n(C)n2-c1cccs1	0
O=C1N(Cc2ccccc2)CC2(Br)COCOC12O (stereo unspecified)	-3
Oc1cccc(CCc2ccccn2)c1	1
O=C(C1=NOC2(C1)C(=O)Nc1ccccc12)N1CCCC1 (stereo unspecified)	0
COc1ccc(-c2cnc3c(NC(C)=O)cc(-c4ccc(S(C)(=O)=O)cc4)cn23)cc1OC	-2
O=C(O)c1cc(Cl)c2c(c1)[C@@H]1C=CC[C@@H]1[C@H](c1ccc(S(=O)(=O)N3CCOCC3)cc1)N2	4
N#CCCN(Cc1ccccc1)C(=O)CCC(=O)c1ccc(F)cc1	6
CCOC(=O)C1CC2=C(CCCC2=O)NC1=O (stereo unspecified)	4
O=c1[nH]cnc(O)c1C1C=CC=CC=C1	6
CN(C)c1nc(NNC(=O)c2ccccc2)nc(N(C)C)n1	-3
ClC1=CN(C2=NCCC2)CC1	2
CCNC(=O)C1(C)CCN(C(=O)c2cccnc2SC)C1 (stereo unspecified)	-3
CCCS(=O)(=O)NC(=O)C1(C)CCCN(C(=O)c2ccc3ccccc3c2)C1 (stereo unspecified)	4
CCOC(=O)c1c(C)[nH]c(C)c1C(=O)COC(=O)/C=C/c1cccc([N+](=O)[O-])c1	-11
Cc1ccc(S(=O)(=O)N2CCN(C(=O)CN3C(=O)NC(C)(CCC(C)C)C3=O)CC2)c(C)c1 (stereo unspecified)	3
COc1cc(F)ccc1-c1cc(C(=O)NCC2CCCCC2)[nH]n1	10
CCCCCCCCN1C(=O)[C@H](CC(=O)N2CCSCC2)C[C@@]2(C(=O)OC)CCCCC=C12	11
NC(=O)CN1C(=O)C2C3CCC(C3)C2C1=O (stereo unspecified)	7

(more compounds)
SMILES	CXCR6 block
CCc1ccc(NC(=O)CSc2nc(C)cs2)cc1	-13
OC[C@@H]1CN(CCN2CCOCC2)C[C@H](n2cnc3c(N4CCOCC4)ncnc32)O1	5
CCOc1cccc2c1OC1(C)CC2NC(=O)N1Cc1ccccc1 (stereo unspecified)	1
N#CC(OC(=O)c1ccccc1)c1ccccc1 (stereo unspecified)	2
COc1cccc(-c2nnn(CC(=O)N(C3CCCCC3)C3CCS(=O)(=O)C3)n2)c1 (stereo unspecified)	-3
C[C@@H]1CN([C@H](C)CO)C(=O)CCCn2nncc2CO[C@@H]1CN(C)C(=O)NC1CCCCC1	2
CC1(C(=O)NS(=O)(=O)c2ccc3c(c2)CCO3)CCN1C(=O)c1ccccc1CCc1ccccc1 (stereo unspecified)	-2
CN(C(=O)COc1ccccc1)c1ccc([N+](=O)[O-])cc1	2
CC(C)c1cccc(-c2csc(C(C)(O)c3cccc(F)c3)n2)c1 (stereo unspecified)	1
CCCCCn1c(CN(C)Cc2ccccc2)nc2c1c(=O)n(C)c(=O)n2C	5
COc1cc(/C=C2\SC(=O)N(Cc3ccc(Cl)cc3)C2=O)cc([N+](=O)[O-])c1O	38
Cc1cc(C)c(C)c(S(=O)(=O)N2CCC(C(=O)N3CCN(c4ccc(F)cc4)CC3)CC2)c1C	4
COc1ccccc1C=NNc1ccc([N+](=O)[O-])cn1	-7
O=S1(=O)CC(N2CCN(CC3CC3)CC2)CN1Cc1cn(Cc2ccccc2C(F)(F)F)nn1 (stereo unspecified)	1
COC(=O)c1cnc(Nc2nc(C(N)COCc3ccccc3)cs2)nc1C(F)(F)F (stereo unspecified)	8
C=CCNc1ncnc2c1ncn2[C@H]1CN(CCc2ccccc2)C[C@@H](CO)O1	2
Cc1cccnc1C1=NOC(Cc2ccccc2)C(=O)N1Cc1ccc(F)cc1 (stereo unspecified)	4
Cc1ccc(Cc2nc3ccccc3[nH]2)cc1	-2
CCn1cc(/C=C(\NC(=O)c2ccc(OC)cc2)C(=O)NCCCn2ccnc2)c2ccccc21	2
CN1C=CC(=O)[C@@H](O)[C@H]1c1ccccc1Br	5
O=C(NCc1ccccc1)c1ccc(S(=O)(=O)N2CCCCCC2)cc1	1
Cc1ccccc1CNC(=O)c1csc([C@@H]2C[C@H](O)[C@@H](CO)O2)n1	-2
CCc1nc2c(OCc3ccc(Cl)cc3Cl)cccn2c1N(C)C(C)=O	7
COCCCNC(=O)C[C@@H]1C[C@@]2(C(=O)OC)CCCCC=C2N(Cc2cccc3ccccc23)C1=O	6
Cc1cc(NC(=O)CN2C(=O)/C(=C/c3ccc(C(C)C)cc3)SC2=S)no1	9

Next section
SMILES	CXCR6 block
CCc1nc2c(OCc3ccc(C(F)(F)F)cc3)cccn2c1N(C)C(=O)c1ccc(C)cc1	17
CC1(C(=O)NC2CCCCCC2)CCN1C(=O)C1(c2ccccc2)CC1 (stereo unspecified)	7
Cc1[nH]nc2c(=S)[nH]c(=O)[nH]c12	7
CCCNC(=O)C1(C)CCCN(Cc2ccc(C)cc2)C1 (stereo unspecified)	0
Cn1c(=O)c2[nH]c(CCCc3ccc([N+](=O)[O-])cc3)nc2n(C)c1=O	-2
Cc1cccc(C)c1-n1nnnc1C1(C)CCC(=O)N1CCc1ccc(O)cc1 (stereo unspecified)	0
CCc1ccc(OC2=NS(=O)(=O)c3ccccc32)cc1	2
COCCNC(=O)c1nn2c(C(F)(F)F)cc(-c3ccccc3)nc2c1Br	2
O=c1[nH]c2cc([N+](=O)[O-])ccc2c2ccccc12	-7
COc1ccc(N2CCN(C(=O)CSc3nnc(C4CC4)n3C3CC3)CC2)cc1	0
COc1cccc(NC(=O)c2ccc(NCCCN3CC(C)CC(C)C3)c([N+](=O)[O-])c2)c1 (stereo unspecified)	15
Cc1ccc(NC(C(=O)c2ccccc2)c2ccccc2)cc1 (stereo unspecified)	1
Cc1cc(C)n2c(Nc3ccc4c(c3)OCCO4)c(-c3ccccn3)nc2n1	-1
O=C(CCCc1ccccn1)c1ccccc1	6
CC(=O)Nc1ccc(-c2ccnc3c2CC(C)(C(=O)Nc2cccc(OC(F)(F)F)c2)O3)cc1 (stereo unspecified)	2
COc1cc(/C=C/C(=O)c2ccc(NS(=O)(=O)c3ccc(C)cc3)cc2)cc(OC)c1O	4
Cc1ccc(NC(=O)CCNC(=O)c2ccc([N+](=O)[O-])cc2)cc1C	-4
O=C(Nc1cccc(C(F)(F)F)c1)Oc1ccc(Cl)c2cccnc12	60*
CN/N=C(\Cc1nc2ccccc2[nH]1)c1ccc([N+](=O)[O-])cc1	-6
CCCn1c(=O)c2c(C(=O)OCC)cc(-c3ccco3)nc2n(CCC)c1=O	4

A portion of the library; rates above refer to the full screens.
